Screening results (PubChem)
PNC inhibitor – perinucleolar compartment assembly inhibition | PC3M PTB-GFP, PNC prevalence imaging, 16 h; active compounds read low | activity change (PNC), negative = inhibition, % at 10 µM | 140,000 tested, 3.1% active | AID 2417;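 active means readout at or below -70, meaning at least 70% loss of cells showing the perinucleolar compartment, a nuclear body marking cancer cells; inconclusive means readout between -30 and a set limit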;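 further: plate controls were DMSO wells for no effect and camptothecin positive control wells for full effect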
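PC3M cells stably expressing PTB-GFP, 750–1000 cells/well, treated 16 h at 37 °C with compound (23 nl of library stock), in duplicate. After paraformaldehyde fixation and Hoechst stain, imaged at 20x; PNC prevalence scored by image analysis.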
12-hLO inh – blocks human 12-lipoxygenase activity. purified 12-hLO, xylenol orange hydroperoxide absorbance. 150,000 tested, 0.12% active. P18054. Potency, µM (titrated, usually from 57.1 µM), inactives show top-dose activity change, negative = inhibition, usual class: inhibitors; further: potency means the concentration at half of the fitted maximal effect; nearly all actives have a fitted effect of over 55% in size; many of its hits are not listed in these tables
Target sequence (P18054 whole entry, looked up): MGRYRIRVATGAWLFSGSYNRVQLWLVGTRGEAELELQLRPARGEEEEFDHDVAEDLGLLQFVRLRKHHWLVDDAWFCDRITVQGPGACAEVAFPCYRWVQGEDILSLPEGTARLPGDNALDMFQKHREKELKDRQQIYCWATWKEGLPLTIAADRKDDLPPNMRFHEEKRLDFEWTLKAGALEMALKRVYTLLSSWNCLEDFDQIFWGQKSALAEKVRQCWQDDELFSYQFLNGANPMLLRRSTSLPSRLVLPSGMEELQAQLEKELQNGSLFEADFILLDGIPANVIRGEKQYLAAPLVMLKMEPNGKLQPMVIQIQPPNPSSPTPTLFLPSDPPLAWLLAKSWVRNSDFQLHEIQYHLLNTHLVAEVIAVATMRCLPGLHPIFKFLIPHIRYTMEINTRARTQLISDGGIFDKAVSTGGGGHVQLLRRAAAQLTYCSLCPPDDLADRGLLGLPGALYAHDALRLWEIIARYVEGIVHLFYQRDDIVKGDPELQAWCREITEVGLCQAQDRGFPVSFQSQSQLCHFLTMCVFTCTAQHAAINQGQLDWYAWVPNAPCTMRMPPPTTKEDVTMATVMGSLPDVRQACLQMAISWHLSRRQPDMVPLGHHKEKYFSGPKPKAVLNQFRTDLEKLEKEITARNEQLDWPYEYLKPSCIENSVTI
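Hydroperoxide formation by human 12-lipoxygenase from 40 uM arachidonic acid was followed colorimetrically via ferric-xylenol orange complex, using the 573/405 nm absorbance ratio. Enzyme concentration was 150 nM, with 30 min reaction at room temperature.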
IMPase cell inh – membrane-permeable compound that blocks inositol monophosphatase | CHO-M1 cells, IP1 accumulation, HTRF TR-FRET ratio | 120,000 tested, under 10 active | AID 901 | inhibition (IP1 accumulation), % at 46.1 µM; active means well fitted curve in the direction sought with a large enough effect in the signal ratio, not every such curve was filed as active; inconclusive means small, poorly fitted or top-dose-only effect, or a change in a side signal; inactive means no such curve, though single readings can be large or run the other way; the % refers to the signal ratio;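 further: cells stimulated with carbachol in lithium chloride buffer; plate controls were DMSO basal wells for no effect and reference inhibitor wells for full effect; higher means more IMPase inhibition seen as more IP1 and lower FRET ratio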
Target sequence (P97697 whole entry, looked up): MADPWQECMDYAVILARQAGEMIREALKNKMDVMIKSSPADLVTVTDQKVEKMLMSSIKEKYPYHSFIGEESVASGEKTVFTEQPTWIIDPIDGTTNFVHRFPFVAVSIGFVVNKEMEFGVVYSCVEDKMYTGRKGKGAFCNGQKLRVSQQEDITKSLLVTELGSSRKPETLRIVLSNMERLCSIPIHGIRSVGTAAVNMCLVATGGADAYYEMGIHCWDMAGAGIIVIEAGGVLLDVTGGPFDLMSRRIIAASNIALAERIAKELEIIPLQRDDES
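Measured: the HTRF emission ratio (665/620 nm) plus the 620 nm donor channel, each fitted to the Hill equation to give AC50. Cells were CHO-M1 given compounds up to 46 uM and a 30 min carbachol stimulation at 37C.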
ALOX15B inhib – blocks human 15-lipoxygenase 2 activity | purified 15hLO-2, xylenol orange hydroperoxide absorbance | 110,000 tested, 0.56% active | Potency, µM (series often up to 57.1 µM), for inactives: top-dose activity change, negative = inhibition, hits mostly inhibitors | AID 881; further: potency means the concentration at half of the fitted maximal effect; nearly all actives have a fitted effect of over 60% in size; many of its hits are not listed in these tables
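Purified human 15hLO-2 (50 nM final) preincubated with compounds 15 min at room temperature in 25 mM Hepes pH 7.5, 0.01% Triton X-100, then 45 uM arachidonic acid added for 90 min; hydroperoxide detected via ferrous/xylenol orange, 573/405 nm absorbance ratio.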
The depositor's hits bear a star; ? = inconclusive; . = no result given; [ ] = another dose, or the depositor's remark. Unless noted, the call rests on the fitted dose curve; in most records, active means well fitted curve in the direction sought with a large enough effect; inconclusive means small, poorly fitted or top-dose-only effect, or another doubt; inactive means no such curve, though single readings can be large; an effect the other way counts as inactive or inconclusive. Unless noted, on the % scale 0 is the no-effect control and ±100 the full control effect. Not all compounds are listed; rates above refer to the full screens.

1	Cc1cc(C(=O)Nc2ccccc2C#N)n(-c2ccccc2)n1
2	COc1cccc(Nc2ncc3nc(-c4ccccc4)c(=O)n(C4CC4)c3n2)c1
3	Cc1cc2nc(Sc3c([N+](=O)[O-])nc(C)n3Cc3ccccc3)[nH]c2cc1C
4	CCCn1c(=O)c2c(ncn2C)n(CCC)c1=O
5	CNC(=O)c1cc(Cl)c(OC)c(OC)c1
6	Cc1ccc(C)c(S(=O)(=O)Nc2ccc3sc(C)nc3c2)c1
assay / compound | 1 | 2 | 3 | 4 | 5 | 6
PNC inhibitor | ? | . | ? | . | 1 | -13
12-hLO inh | 0% | 0% | -5% | -4% | -6% | 2%
IMPase cell inh | -5 | . | -4 | 3 | -12 | 20
ALOX15B inhib | -2% | 1% | . | -3% | . | .

7	O=C(COc1ccc(S(=O)(=O)NC2CCCCC2)cc1)NCC1CCCO1 (stereo not drawn)
8	CCOc1ccc(C(C)(C)C)cc1S(=O)(=O)N1CC(C)OC(C)C1 (stereo not drawn)
9	Oc1ccc2ccccc2c1/C=N/Nc1nnc(-c2ncc[nH]2)c2ccccc12
10	COc1cccc(N(CC(=O)N2CCN(c3ccccc3OC)CC2)S(C)(=O)=O)c1
11	CC(C)OCCCNC(=O)c1ccc(NS(C)(=O)=O)cc1
12	CCCc1[nH]c(=O)c(C#N)c2c1COC(C)(C)C2
assay / compound | 7 | 8 | 9 | 10 | 11 | 12
PNC inhibitor | 29 | -10 | -13 | 46 | ? | -26
12-hLO inh | -3% | -3% | -6% | 4% | -5% | 4%
IMPase cell inh | 5 | 13 | 12 | -11 | -6 | -11
ALOX15B inhib | -1% | -2% | 6% | -1% | 0% | 5%

13	CCOC(=O)Cc1c(C)c2c(C)nn(-c3ccccc3)c2oc1=O
14	COc1ccnc(N2CCN(c3ccc(Cl)cc3)CC2)c1C#N
15	Cc1ccc(NC(NC(=O)c2cccnc2)C(Cl)(Cl)Cl)cc1 (stereo not drawn)
16	O=C(C(Cc1ccccc1)N1C(=O)C2C3CCC(C3)C2C1=O)N1CCCCC1 (stereo not drawn)
17	COc1ccc(-n2c(C)cc(C(=O)COc3ccc(C)nc3[N+](=O)[O-])c2C)cc1
18	Cc1cc([N+](=O)[O-])ccc1-c1ccc(C2Nc3ccccc3C(=O)N2O)o1 (stereo not drawn)
assay / compound | 13 | 14 | 15 | 16 | 17 | 18
PNC inhibitor | -28 | ? | -26 | ? | -15 | 33
12-hLO inh | 0% | -5% | -5% | 3% | 0% | ?
IMPase cell inh | 5 | 9 | 5 | -2 | . | 3
ALOX15B inhib | -7% | 7% | . | -4% | . | ?

19	O=c1cc(CSc2nnc(Nc3ccccc3)s2)nc2sccn12
20	O=C1C=C(Nc2ccc(O)cc2)CC(c2ccco2)C1 (stereo not drawn)
21	Cn1c(=O)cc(OCCCC(=O)N2CCN(c3ccccn3)CC2)c2ccccc21
22	CSc1ccc(S(=O)(=O)Nc2ccc3c4c(cccc24)CC3)cc1
23	N#Cc1c(-c2ccc(F)cc2)nc2n(c1=O)CCS2
24	CC1(C)Oc2cc(N)c([N+](=O)[O-])cc2O1
assay / compound | 19 | 20 | 21 | 22 | 23 | 24
PNC inhibitor | 8 | 2 | 15 | 32 | 6 | 44
12-hLO inh | -1% | ? | 0% | -16% | 5% | -4%
IMPase cell inh | 1 | -21 | 6 | 5 | -2 | 3
ALOX15B inhib | -10% | . | -4% | -25% | 2% | -9%

25	Cc1cc(NC(=O)c2ccccc2Cl)c(C(C)C)cc1O
26	Nc1nc2ccc(C(=O)NC3CCCCC3)cc2s1
27	O=C(C1CCCN(S(=O)(=O)c2cnc[nH]2)C1)N1CCN(Cc2ccccc2)CC1 (stereo not drawn)
28	COc1cccc(C(=O)N(Cc2ccccc2)Cc2cc3cc4c(cc3[nH]c2=O)OCCO4)c1
29	O=C(c1ccc(=O)[nH]c1)N(Cc1cccs1)C1(C(=O)NC2CCCC2)CCCCC1
30	Cc1nc2sc3c(c2c(=O)o1)CC(C)(C)OC3
assay / compound | 25 | 26 | 27 | 28 | 29 | 30
PNC inhibitor | 15 | ? | -25 | 31 | 26 | ?
12-hLO inh | 3% | -3% | 0% | -1% | 4% | 2%
IMPase cell inh | ? | ? | 6 | 2 | . | -10
ALOX15B inhib | -6% | 6% | 2% | -13% | . | -9%

31	CCOC(=O)N1CCN(C(=O)c2cccn3c(=O)c4sccc4nc23)CC1
32	CC1Cc2ccccc2N1C(=O)CSc1nc2ccccc2o1 (stereo not drawn)
33	O=C(O)C1C2C=CC(O2)C1C(=O)Nc1ccc2c(c1)OCCO2 (stereo not drawn)
34	CC(C)C(=O)N(Nc1nc2ccccc2s1)C(=O)C(C)C
35	Cc1ccc(S(=O)(=O)CCC(=O)Nc2nc3c(s2)CCCC3)cc1
36	O=C(CN1CCN(c2ccccc2)CC1)Nc1c(C(=O)C2CC2)oc2ccccc12
assay / compound | 31 | 32 | 33 | 34 | 35 | 36
PNC inhibitor | -18 | 31 | -11 | 17 | 6 | -14
12-hLO inh | 6% | -6% | -5% | 3% | -7% | 5%
IMPase cell inh | -16 | 3 | 1 | -4 | 0 | 10
ALOX15B inhib | 4% | 1% | -13% | . | -1% | .

37	CCC(C)C1/C=C\CCCC(=O)N1Cc1ccc(C)cc1 (stereo not drawn)
38	Cc1nn(Cc2ccc(Cl)cc2)c(C)c1NC(=O)CCCn1nc(C)c([N+](=O)[O-])c1C
39	Cc1ccc(C)c(S(=O)(=O)N2CC(=O)Nc3ccccc32)c1
40	CCCn1c2ccccc2c2nnc(SC(CC)C(=O)Nc3cc(C)on3)nc21 (stereo not drawn)
41	CCOc1nc(-c2ccc(OC)cc2)ccc1-c1noc(C)n1
42	Cc1c(Nc2ncnc3c2cnn3-c2ccccc2)c(=O)n(-c2ccccc2)n1C
assay / compound | 37 | 38 | 39 | 40 | 41 | 42
PNC inhibitor | . | 26 | -87* | -13 | ? | 32
12-hLO inh | -6%[0.00818 µM] | -5% | 2% | -5% | 3% | -1%
IMPase cell inh | . | . | 6 | 7 | 2 | 3[1.84 µM]
ALOX15B inhib | -12%[0.0915 µM] | . | -1% | . | 12% | -7%[11.4 µM]

Record cards (already shown). Values in the order: PNC inhibitor, 12-hLO inh, IMPase cell inh, ALOX15B inhib
Shown for `CCOc1nc(-c2ccc(OC)cc2)ccc1-c1noc(C)n1` : ?, 3%, 2, 12%
Shown for `Cc1nn(Cc2ccc(Cl)cc2)c(C)c1NC(=O)CCCn1nc(C)c([N+](=O)[O-])c1C` : 26, -5%, ., .
Shown for `Cc1ccc(C)c(S(=O)(=O)N2CC(=O)Nc3ccccc32)c1` : -87*, 2%, 6, -1%
Shown for `CCC(C)C1/C=C\CCCC(=O)N1Cc1ccc(C)cc1` (stereo not drawn) : ., -6%[0.00818 µM], ., -12%[0.0915 µM]

A different layout for six compounds above.
item	PNC inhibitor	12-hLO inh	IMPase cell inh	ALOX15B inhib	compound
37	.	-6%[0.00818 µM]	.	-12%[0.0915 µM]	CCC(C)C1/C=C\CCCC(=O)N1Cc1ccc(C)cc1 (stereo not drawn)
40	-13	-5%	7	.	CCCn1c2ccccc2c2nnc(SC(CC)C(=O)Nc3cc(C)on3)nc21 (stereo not drawn)
41	?	3%	2	12%	CCOc1nc(-c2ccc(OC)cc2)ccc1-c1noc(C)n1
42	32	-1%	3[1.84 µM]	-7%[11.4 µM]	Cc1c(Nc2ncnc3c2cnn3-c2ccccc2)c(=O)n(-c2ccccc2)n1C
38	26	-5%	.	.	Cc1nn(Cc2ccc(Cl)cc2)c(C)c1NC(=O)CCCn1nc(C)c([N+](=O)[O-])c1C
39	-87*	2%	6	-1%	Cc1ccc(C)c(S(=O)(=O)N2CC(=O)Nc3ccccc32)c1

Carrying on:
43	O=C(Nc1cccc(Cl)c1)c1ccc(Cn2cc(Cl)cn2)cc1
44	Cc1cc(=O)oc(C)c1C(=O)N1CCN(Cc2ccc3c(c2)OCO3)CC1
45	COc1ccc(OC)c(C2C(C(=O)c3cccs3)=C(O)C(=O)N2c2cc(C)on2)c1 (stereo not drawn)
46	O=C(Nc1ccccc1Cl)c1ccc(COc2ccc3c(c2)CCC3)cc1
47	Clc1ncn(C23CC4CC(CC(C4)C2)C3)n1
48	COc1cccc(CNC(=O)N[C@@H](CC(C)C)C(=O)O)c1
assay / compound | 43 | 44 | 45 | 46 | 47 | 48
PNC inhibitor | -16 | ? | ? | ? | 3 | -26
12-hLO inh | -4% | -2% | 5% | 10% | -5% | 0%
IMPase cell inh | -2 | 5 | -17 | -9 | -12 | -5
ALOX15B inhib | . | -2% | -2% | . | 0% | 1%

49	COCCn1c(=O)[nH]c(=O)c2cc(C(=O)c3cc(OC)ccc3O)cnc21
50	O=[N+]([O-])c1ccc(O)c(C=Nc2ccc3nc(-c4ccccc4)[nH]c3c2)c1
51	COC(=O)c1cc(NS(=O)(=O)c2ccc(N3CCC(C)CC3)c([N+](=O)[O-])c2)cc(C(=O)OC)c1
52	CS(=O)(=O)NCc1ccc(C(=O)NC2CCCCC2)cc1
53	COCC(=O)N1CCC(n2nnc3cc(F)ccc32)CC1
54	Cc1cc(N=Cc2c(O)ccc3cc(Br)ccc23)no1
assay / compound | 49 | 50 | 51 | 52 | 53 | 54
PNC inhibitor | -9 | 35 | 3 | ? | 126 | 31
12-hLO inh | -1% | -7% | -5% | -2% | 2% | -6%
IMPase cell inh | . | . | -7 | -5 | 2 | .
ALOX15B inhib | . | . | . | -3% | -17% | .

55	CCC(C(=O)O)n1nnc(-c2ccc(-c3ccc(OC)cc3)cc2)n1 (stereo not drawn)
56	COc1cccc(OCC(=O)NN=C2c3ccccc3-c3ccccc32)c1
57	CCN(CC)CCCn1c(-c2ccccc2)nc2c(N3CCOCC3)nc(C)nc21
58	NCCCC[C@@H]1NC(=O)c2cc([N+](=O)[O-])cc(F)c2NCCCC[C@@H](C(N)=O)NC(=O)[C@H](CCC(N)=O)NC1=O
59	CCC(C)[C@H](NC(=O)NCc1ccccn1)C(=O)OC (stereo partly drawn)
60	COc1cc([N+](=O)[O-])ccc1NC(=O)COC(=O)c1n[nH]c2ccccc12
assay / compound | 55 | 56 | 57 | 58 | 59 | 60
PNC inhibitor | -11 | -15 | . | 30 | -6 | -7
12-hLO inh | 5% | 3% | 1% | -3% | -3% | -3%
IMPase cell inh | 0 | -5 | . | . | 3 | .
ALOX15B inhib | -7% | ? | 7% | . | -2% | .

61	COC(=O)c1cc(OC)c(OC)cc1N=CC1=C(O)CC(C)(C)CC1=O
62	COC(=O)[C@@]1(Cc2ccccc2)[C@H]2c3cc(C(=O)N4CCCC4)n(CCO)c3C[C@H]2CN1C(=O)c1ccccc1
63	O=C(COC(=O)C1=COCCO1)Nc1cccc(Oc2ccccc2)c1
64	c1cnc(NC2C3CC4CC(C3)CC2C4)nc1 (stereo not drawn)
65	COc1ccc(-c2noc(CCC(=O)NCc3cc(Br)ccc3OC)n2)cc1
66	CC1=C(C#N)C(NC(=O)c2ccc(C)cc2)(C(F)(F)F)C(=O)N1 (stereo not drawn)
assay / compound | 61 | 62 | 63 | 64 | 65 | 66
PNC inhibitor | 5 | . | 35 | 4 | 23 | 63
12-hLO inh | 0% | -1% | 0% | -5% | -18% | -4%
IMPase cell inh | -4 | . | 2 | -5 | 15 | 3
ALOX15B inhib | -10% | 5% | 0% | 39%[activator] | 13% | -3%

67	Cc1cc(C)c(S(=O)(=O)NCc2cn3c(C)csc3n2)cc1C
68	Cc1ccccc1Cn1ccc(NC(=O)c2cc3nc(-c4ccco4)cc(C(F)(F)F)n3n2)n1
69	Cc1cc(C)nc(SC(C(=O)O)c2ccccc2)n1 (stereo not drawn)
70	O=c1cc(CSc2nnnn2-c2ccccc2)nc2scc(-c3ccccc3)n12
71	Cc1noc(C)c1C(=O)N1CCC2(CCN(C(=O)NC(C)C)CC2)CC1
assay / compound | 67 | 68 | 69 | 70 | 71
PNC inhibitor | ? | 36 | -19 | ? | .
12-hLO inh | -3% | -2% | 3% | 8% | 3%
IMPase cell inh | 3 | ? | 8 | 0 | .
ALOX15B inhib | 1% | -12% | . | 9%[2.29 µM] | 4%
